Bioassay records (PubChem)
AMA1-RON2 inh = qHTS for Inhibitors of AMA1-RON; Towards Development of Antimalarial Drug Lead: Primary Screen; 360,000 compounds, 0.2% hits; Potency, µM (series often up to 58.2 µM), inactives show at the highest dose activity change, negative = inhibition, hits mostly inhibitors; Plasmodium falciparum AMA1 (3D7) - RON2 peptide interaction; AlphaScreen AMA1-biotinylated RON2 peptide binding;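 also: potency is read from the fitted curve at half-maximal effect; 0% = vehicle wells and -100% = peptide control; nearly all actives have a fitted effect of over 45% in size; some results filed as inactive show a strong effect at the top dose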
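AMA1 (3D7) with his tag at 25 nM final met compounds first, then biotinylated RON2 peptide at 25 nM; detection used donor plus acceptor beads, 10 µg/mL apiece, read by AlphaScreen after 30 min at room temperature.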
LmPK inhibitor = qHTS Assay for Inhibitors of Leishmania Mexicana Pyruvate Kinase (LmPK); Q27686; purified LmPK, Kinase-Glo ATP luminescence, 1 h; Potency, µM (series often up to 57.5 µM), for inactives: at the top dose activity change, negative = inhibition, usual class: inhibitors; 290,000 compounds, 0.37% hits; also: potency is read from the fitted curve at half-maximal effect
Target sequence (Q27686 whole entry, looked up): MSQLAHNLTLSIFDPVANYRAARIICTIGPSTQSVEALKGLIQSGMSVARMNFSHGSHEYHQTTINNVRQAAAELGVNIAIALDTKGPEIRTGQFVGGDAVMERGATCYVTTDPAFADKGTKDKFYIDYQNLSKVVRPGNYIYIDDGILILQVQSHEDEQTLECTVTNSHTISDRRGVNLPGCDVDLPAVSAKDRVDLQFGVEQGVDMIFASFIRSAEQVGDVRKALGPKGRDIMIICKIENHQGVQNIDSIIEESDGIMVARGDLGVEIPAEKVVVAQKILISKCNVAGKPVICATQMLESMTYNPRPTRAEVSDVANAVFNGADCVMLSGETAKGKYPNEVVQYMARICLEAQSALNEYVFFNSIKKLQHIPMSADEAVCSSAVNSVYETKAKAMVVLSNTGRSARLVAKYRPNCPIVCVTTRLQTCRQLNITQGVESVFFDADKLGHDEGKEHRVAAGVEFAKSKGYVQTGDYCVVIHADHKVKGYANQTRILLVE
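In 50 mM imidazole pH 7.2 with 7 mM MgCl2, LmPK (0.1 nM) turned over PEP (0.5 mM) and ADP (0.1 mM) for 1 h at room temperature. Luciferase read-out of ATP.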
HCMV inh = qHTS Assay for inhibitors of the human cytomegalovirus (HCMV); AID 1259415, 2018; HFF cells, HCMV-luciferase reporter, 72 h; active compounds read low; activity change, negative = inhibition, % at 57.5 µM; 410,000 compounds, 4.5% hits; in the data active = activity change below about -60%; inconclusive = no clear call, values can overlap the other calls; inactive = above about -39%
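Steps: HFFs plated, 16 h 37C; compounds added; HCMV-luciferase added to MOI 1 PFU/cell; 72 h 37C; OneGlo reagent, 5 min room temperature; luminescence read, normalized to controls.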
AmpC inh detg = qHTS Inhibitors of AmpC Beta-Lactamase (assay with detergent) | P00811 | AmpC hydrolysis of nitrocefin, absorbance 480 nm, 0.01% Triton | Potency, µM (doses to about 114 µM), without a hit: at the highest dose activity change, negative = inhibition, hits mostly inhibitors | 370,000 compounds, 0.041% hits;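 also: potency is read from the fitted curve at half-maximal effect; 0% = no-compound wells and -100% = no-enzyme wells; nearly all actives have a fitted effect of over 25% in size; some results filed as inactive show a strong effect at the top dose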
Target sequence (P00811 whole entry, looked up): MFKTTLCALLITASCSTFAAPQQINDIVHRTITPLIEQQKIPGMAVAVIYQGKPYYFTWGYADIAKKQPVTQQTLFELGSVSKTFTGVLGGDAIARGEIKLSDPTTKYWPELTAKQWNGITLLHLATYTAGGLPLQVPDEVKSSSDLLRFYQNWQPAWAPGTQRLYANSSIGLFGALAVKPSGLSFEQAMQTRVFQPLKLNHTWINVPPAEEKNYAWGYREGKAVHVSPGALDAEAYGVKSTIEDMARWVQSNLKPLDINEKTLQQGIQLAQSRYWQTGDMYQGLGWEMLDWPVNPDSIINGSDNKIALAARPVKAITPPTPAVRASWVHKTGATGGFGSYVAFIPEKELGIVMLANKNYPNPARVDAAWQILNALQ
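20 mM phosphate pH 7.0 + 0.01% (detergent screen) or 0.0001% Triton X-100; 5.3 nM AmpC reagent; cpd preinc 15 min RT; nitrocefin (800 uM stock) to start; A480 q20 s × 4 min; Activity was normalised to no-enzyme and no-compound control wells.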
Tb PYK inh = qHTS of Trypanosoma Brucei Inhibitors; TbPYK enzyme, Kinase-Glo Plus ATP luminescence, 45 min; 410,000 compounds, 0.12% hits; Potency, µM (top dose mostly 76.8 µM), inactives show top-dose activity, negative = inhibition, actives largely listed as inhibitors; pyruvate kinase (Trypanosoma brucei), Q57TT1; also: potency is read from the fitted curve at half-maximal effect; nearly all actives have a fitted effect of over 50% in size
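Screened from lowest to highest concentration, compounds were pinned into TbPYK/substrate mixtures, and ADP (130 uM final) was added. Plates sat at room temperature for 45 min prior to Kinase-Glo Plus detection by luminescence.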
Sm TGR inh = qHTS Assay for the Inhibitors of Schistosoma Mansoni Peroxiredoxins | Schistosoma mansoni thioredoxin glutathione reductase (TGR), Q962Y6 | purified TGR, DTNB reduction, TNB absorbance 405 nm | Potency, µM (doses to about 114 µM), without a hit: top-dose activity change, negative = inhibition, hits mostly inhibitors | 360,000 compounds, 3% hits | AID 485364, 2010; also: potency is read from the fitted curve at half-maximal effect; nearly all actives have a fitted effect of over 60% in size
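First, TGR (20 nM dispensed) and NADPH were mixed with compound. Second, a 15 min room-temperature incubation followed. Third, further NADPH and then DTNB were added to start the reaction. Finally, TNB absorbance was monitored kinetically.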
AmpC inh no detg = qHTS Inhibitors of AmpC Beta-Lactamase (assay without detergent). AmpC nitrocefin hydrolysis, absorbance 480 nm, 0.0001% Triton. Potency, µM (series often up to 57.1 µM), inactives show at the highest dose activity change, negative = inhibition, hits mostly inhibitors. 330,000 compounds, 0.52% hits. P00811;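 also: potency is read from the fitted curve at half-maximal effect; plate controls were no compound for no effect and no enzyme for full effect; nearly all actives have a fitted effect of over 20% in size; some results filed as inactive show a strong effect at the top dose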
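AmpC (5.3 nM in the dispensed reagent) in 20 mM phosphate pH 7.0 with 0.01% (detergent screen) or 0.0001% Triton X-100 was preincubated with compounds for 15 min at room temperature. Nitrocefin was then added from an 800 uM solution, and hydrolysis was followed at 480 nm.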
* marks the source's active call; other numbers are inactive results; ? = inconclusive; / = no result given; [ ] = remark or other dose. Unless noted, calls follow the shape of the dose curve; as a rule, active = well fitted curve in the direction sought with a large enough effect; inconclusive = small, poorly fitted or top-dose-only effect, or another doubt; inactive = no such curve, though single readings can be large; an effect the other way counts as inactive or inconclusive. Unless noted, % is scaled to controls: 0 for no effect and ±100 for the full control effect.

Letter code – A = AMA1-RON2 inh; B = LmPK inhibitor; C = HCMV inh; D = AmpC inh detg; E = Tb PYK inh; F = Sm TGR inh; G = AmpC inh no detg
1	CCOC(=O)c1c(C)[nH]c(C(=O)/C(C#N)=C/c2ccc(OC)c(OC)c2)c1C
  A = -7%	B = 3%	C = 15	D = -13%	E = -1%	F = -6%	G = -26%
2	CCOC(=O)c1cnc2c(C(F)(F)F)cccc2c1NCCCN1CCOCC1
  A = 4%	B = -3%	C = -8	D = 2%	E = 7%	F = -25%	G = 171%[activator]
3	c1ccc(-c2csc(-c3ccc(-c4csnn4)cc3)n2)cc1
  A = 5%	B = 1%	C = 3	D = 2%	E = 5%	F = 13%	G = -17%
4	N/C(Cc1nc(-c2ccc(F)cc2)cs1)=N\O
  A = 1%	B = 0%	C = 23	D = 1%	E = -3%	F = 10%	G = -18%
5	Cc1ccc2cccc(OCC(=O)NCc3ccco3)c2n1
  A = 2%	B = 2%	C = -29	D = -1%	E = 0%	F = 45µM*	G = -18%
6	Cc1cccc(NC(=S)NNC(=O)c2csc3c2CCCC3)c1
  A = 55%[activator]	B = -3%	C = 22	D = ?	E = 4%	F = 9%	G = ?
7	CCCCOc1ccc(C2C(C(=O)c3ccc(C)o3)=C(O)C(=O)N2Cc2ccco2)cc1 (stereo unspecified)
  A = /	B = -14%	C = -22	D = -3%	E = /	F = ?	G = -38%
8	O=S1(=O)CCOC[C@H](Cc2ccccc2)N1Cc1cccc(Cl)c1
  A = 0%	B = /	C = -39	D = /	E = -5%	F = /	G = /
9	CCc1cc2c(NCCC(=O)O)ncnc2s1
  A = -7%	B = -7%	C = -8	D = -1%	E = 1%	F = -22%	G = -11%
10	CCOC(=O)NN1C(=O)c2ccccc2NC1c1ccc(OC)c(OC)c1 (stereo unspecified)
  A = 6%	B = 1%	C = ?	D = -5%	E = -7%	F = 13%	G = -22%
11	CCOC(=O)CC(NC(=O)Cc1cccs1)c1ccccc1Cl (stereo unspecified)
  A = -6%	B = -1%	C = -13	D = -1%	E = 2%	F = 89µM*	G = -33%
12	Cc1cccc(C)c1NC(=O)c1ccc2nc(CCc3ccccc3)oc2c1
  A = /	B = /	C = -3	D = 13%	E = -3%	F = 2%	G = /
13	Cc1ccc(Nc2cc(C(=O)NC3CCCC3)c3ccccc3n2)c(C)c1
  A = /	B = /	C = -7	D = 1%	E = -1%	F = 7%	G = /
14	CCCCN(C)CCNC(=O)C(=O)c1c(C)[nH]c2ccccc12
  A = 3%	B = 0%	C = 1	D = ?	E = 2%	F = 4%	G = -16%
15	O=C(NCc1ccc(F)cc1)c1cccc2c1C(=O)c1ccc(N3CCC(N4CCCCC4)CC3)cc1S2(=O)=O
  A = 3%	B = /	C = ?	D = /	E = -10%	F = /	G = /
16	O=C(N/N=C/C=C\c1ccccc1[N+](=O)[O-])c1ccco1
  A = 10%	B = 6%	C = -4	D = -13%	E = -1%	F = -4%	G = -9%[11.4 µM]
17	CCOC(=O)[C@H]1[C@H]2COc3ccc(C)cc3[C@@H]2N2C(=O)c3cc(Cl)ccc3NC(=O)[C@@]12C
  A = -12%	B = /	C = 5	D = -7%	E = -1%	F = -12%	G = -46%
18	COC1C(O)C(O)C(O)C(O)C1O (stereo unspecified)
  A = -3%	B = /	C = 5	D = /	E = 2%	F = /	G = /
19	CCCc1ncc(CN2CCC(C(=O)Nc3cccc(-c4cscn4)c3)CC2)cn1
  A = -3%	B = 4%	C = -25	D = ?	E = 1%	F = -14%	G = 43%
20	O=C(CSc1nnc(-c2ccccc2)n1Cc1ccco1)Nc1ccc(S(=O)(=O)N2CCCC2)cc1
  A = -12%	B = -1%	C = -16	D = 1%	E = -7%	F = -22%	G = 4%
21	C=CCNC(=O)COc1ccccc1C#N
  A = 3%	B = -5%	C = 2	D = 0%	E = 0%	F = 4%	G = -15%
22	O=C(COc1ccc([N+](=O)[O-])cc1)Nc1ccncc1
  A = -4%	B = 2%	C = -12	D = -10%	E = -10%	F = 2%	G = -29%
23	CCn1nc(C(=O)NNC(=O)c2ccc(OC(F)F)cc2)c2ccccc2c1=O
  A = 62%[activator][11.6 µM]	B = /	C = -16	D = /	E = -2%	F = /	G = -28%
24	Cc1ccc(NC(=O)C2CCCN2S(=O)(=O)c2ccc(-c3ccc(=O)[nH]n3)s2)c(C)c1 (stereo unspecified)
  A = -5%	B = 0%	C = -22	D = 1%	E = -3%	F = -28%	G = 32%
25	CC1(C)Cc2c(cnn2-c2ccc(F)cc2)C(NC(=O)CCCN2CCCCC2=O)C1 (stereo unspecified)
  A = -4%	B = -11%	C = -17	D = -3%	E = 3%	F = -12%	G = 117%[activator]
26	Cc1ccc(/C=N/n2c(C)nnc2C)s1
  A = -12%	B = 1%	C = 28	D = 0%	E = -6%	F = -2%	G = 1%
27	O=C(NC1CC2CCCC(C1)N2S(=O)(=O)c1ccccc1)c1ccco1 (stereo unspecified)
  A = -5%	B = -2%	C = -14	D = -2%	E = -5%	F = ?	G = -18%
28	COc1cc(C(=O)NCCN2CCN(C(=O)c3cc(OC)c(OC)c(OC)c3)CC2)cc(OC)c1OC
  A = 0%	B = -4%	C = 68	D = ?	E = 1%	F = 4%	G = 38%
29	Cc1nnc(SCC(=O)Nc2ccc(OC(F)F)c(Cl)c2)n(N)c1=O
  A = 38%[activator]	B = /	C = -22	D = /	E = 1%	F = /	G = -25%
30	O=C(c1cc(-c2ccc(Cl)c(Cl)c2)on1)N1CCCC1
  A = /	B = 5%	C = /	D = 1%	E = /	F = 6%	G = ?

Whole records from above. Screens in order: AMA1-RON2 inh, LmPK inhibitor, HCMV inh, AmpC inh detg, Tb PYK inh, Sm TGR inh, AmpC inh no detg
O=C(CSc1nnc(-c2ccccc2)n1Cc1ccco1)Nc1ccc(S(=O)(=O)N2CCCC2)cc1 across the screens: -12%, -1%, -16, 1%, -7%, -22%, 4%
CCCc1ncc(CN2CCC(C(=O)Nc3cccc(-c4cscn4)c3)CC2)cn1 across the screens: -3%, 4%, -25, ?, 1%, -14%, 43%
Cc1ccc(/C=N/n2c(C)nnc2C)s1 across the screens: -12%, 1%, 28, 0%, -6%, -2%, 1%

More compounds:
Letter code – A = AMA1-RON2 inh; B = LmPK inhibitor; C = HCMV inh; D = AmpC inh detg; E = Tb PYK inh; F = Sm TGR inh; G = AmpC inh no detg
31	CCOc1ccc(CC(=O)NNC(=S)NC2CCCCC2)cc1OCC
  A = 38%[activator]	B = 5%	C = -17	D = -1%	E = -13%	F = 4%	G = 1%
32	CCC1CCC2(CC1)NC(CO)(CO)CO2 (stereo unspecified)
  A = -3%	B = -1%	C = 30	D = -9%	E = 9%	F = 0%	G = -4%
33	CCC1Oc2ccc(C)cc2N(CC(=O)NCc2ccco2)C1=O (stereo unspecified)
  A = -3%	B = 0%	C = ?	D = 6%	E = -2%	F = ?	G = 0%
34	Cc1ccc(S(=O)(=O)NC(=O)C2(C)CCN2C(=O)c2cccc(F)c2)nc1 (stereo unspecified)
  A = 65%[activator]	B = /	C = -18	D = /	E = -9%	F = /	G = /
35	O=C(Nc1ccccn1)c1ccc2c(c1)S(=O)(=O)c1ccccc1C2=O
  A = -3%	B = -5%	C = 16	D = -4%	E = -6%	F = 0%	G = -11%
36	CC(C)CC(=O)Nc1c2c(nn1-c1cccc(Cl)c1)CS(=O)(=O)C2
  A = 6%	B = 7%	C = -15	D = -15%	E = 2%	F = 7%	G = -16%
37	COCCN(Cc1cc2cc3c(cc2[nH]c1=O)OCO3)C(=O)c1cccs1
  A = /	B = -2%	C = /	D = 0%	E = /	F = 7%	G = -10%
38	Cc1cc(N2C(=O)CC(N3CCN(C(c4ccccc4)c4ccccc4)CC3)C2=O)no1 (stereo unspecified)
  A = 0%	B = 0%	C = -27	D = -15%	E = -14%	F = 45µM*	G = 81%[activator]
39	O=C(N/N=C/c1cccc2ccccc12)c1n[nH]c2c1CCCC2
  A = 9%	B = 1%	C = -16	D = 1%	E = -1%	F = 11%	G = -29%
40	Cc1ccc(NC(=O)Nc2ccc(C(=O)N3CCOCC3)cc2)cc1
  A = -3%	B = 1%	C = 53	D = -2%	E = -9%	F = -2%	G = -22%
41	Cc1[nH]n(-c2ccccc2)c(=O)c1-c1cccc(Cl)c1
  A = 0%	B = -1%	C = -30	D = -4%	E = -6%	F = 4%	G = -48%
42	COc1ccc(-c2nc3ccccc3n3c(-c4ccccc4)c4c(=O)n(C)c(=O)n(C)c4c23)cc1
  A = /	B = /	C = 4	D = 20%	E = 10%	F = 4%	G = /
43	Cc1cccc(Oc2nc(CN3CCOCC3)nc3sc4c(c23)CCCC4)c1
  A = ?	B = 4%	C = -34	D = ?	E = -1%	F = 5%	G = 117%[activator]
44	Nc1cccnc1Sc1ccccc1
  A = -16%	B = /	C = ?	D = /	E = 1%	F = /	G = /
45	CCOc1ccc(N(CC(=O)Nc2ccc3c(c2)OCCO3)S(=O)(=O)c2c(C)noc2C)cc1
  A = -3%	B = 1%	C = -21	D = -9%	E = -5%	F = 15%	G = -15%

The closing two compounds of the part before are carried over, then new ones follow:
Letter code – A = AMA1-RON2 inh; B = LmPK inhibitor; C = HCMV inh; D = AmpC inh detg; E = Tb PYK inh; F = Sm TGR inh; G = AmpC inh no detg
44	Nc1cccnc1Sc1ccccc1
  A = -16%	B = /	C = ?	D = /	E = 1%	F = /	G = /
45	CCOc1ccc(N(CC(=O)Nc2ccc3c(c2)OCCO3)S(=O)(=O)c2c(C)noc2C)cc1
  A = -3%	B = 1%	C = -21	D = -9%	E = -5%	F = 15%	G = -15%
46	COc1cccc(Nc2ncnc3sccc23)c1
  A = -1%	B = -1%	C = -24	D = -1%	E = 1%	F = -12%	G = -27%
47	CCCNC(=O)c1cc(S(=O)(=O)N2CCc3ccccc32)ccc1F
  A = -9%	B = -1%	C = -22	D = ?	E = 2%	F = -20%	G = -8%
48	O=C(Nc1cc(Br)ccc1O)C1CC(c2ccccc2Cl)=NO1 (stereo unspecified)
  A = -2%	B = 0%	C = -24	D = 1%	E = -1%	F = ?	G = -51%
49	CCC(c1nnnn1CS(=O)(=O)c1ccc(C)cc1)N1CCN(c2nc3ccccc3s2)CC1 (stereo unspecified)
  A = 6%	B = -3%	C = -64*	D = -11%	E = -4%	F = 0%	G = 1%
